Assay outcomes from PubChem.
ADAM10 inh – inhibits human ADAM10. recombinant ADAM10, EDANS/DABCYL FRET peptide cleavage, 3 h. inhibition, % at 7 µM. hit rate 0.62% among 370,000;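 active = inhibition above a per-campaign cutoff equal to the mean of compounds falling between control-based bounds plus 3 SD, cut at about 20% in these data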;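 also: 0% = DMSO wells while the 100% control is not disclosed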
Target sequence (O14672 214-748 limits assumed): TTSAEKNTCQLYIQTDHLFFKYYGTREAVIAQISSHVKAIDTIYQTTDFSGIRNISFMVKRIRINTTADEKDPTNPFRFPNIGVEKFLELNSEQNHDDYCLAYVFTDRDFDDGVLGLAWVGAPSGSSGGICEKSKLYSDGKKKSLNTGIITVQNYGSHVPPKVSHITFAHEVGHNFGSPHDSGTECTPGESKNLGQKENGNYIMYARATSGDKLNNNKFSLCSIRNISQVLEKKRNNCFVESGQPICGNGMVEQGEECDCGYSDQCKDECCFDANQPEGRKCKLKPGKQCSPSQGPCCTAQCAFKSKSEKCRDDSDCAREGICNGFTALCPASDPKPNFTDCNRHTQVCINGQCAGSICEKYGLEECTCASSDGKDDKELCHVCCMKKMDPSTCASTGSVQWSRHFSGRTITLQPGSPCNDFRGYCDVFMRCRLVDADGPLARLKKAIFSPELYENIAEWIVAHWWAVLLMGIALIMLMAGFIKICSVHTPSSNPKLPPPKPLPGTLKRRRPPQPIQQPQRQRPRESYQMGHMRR
DDE Tn6 FP inh – inhibitors of Tn6 peptide binding to human fibrin DD(E); P02675; Fibrin DD(E) TRITC-Tn6 fluorescence polarization displacement; inhibition, % at 8.3 µM; hit rate 0.21% among 370,000;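 active = inhibition above a per-campaign cutoff: mean of compounds within control limits plus 3 SD, cut at about 15% in these data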;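 also: 0% = median of all compound wells on the plate and 100% = blocking peptide control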
Target sequence (P02675 whole entry, looked up): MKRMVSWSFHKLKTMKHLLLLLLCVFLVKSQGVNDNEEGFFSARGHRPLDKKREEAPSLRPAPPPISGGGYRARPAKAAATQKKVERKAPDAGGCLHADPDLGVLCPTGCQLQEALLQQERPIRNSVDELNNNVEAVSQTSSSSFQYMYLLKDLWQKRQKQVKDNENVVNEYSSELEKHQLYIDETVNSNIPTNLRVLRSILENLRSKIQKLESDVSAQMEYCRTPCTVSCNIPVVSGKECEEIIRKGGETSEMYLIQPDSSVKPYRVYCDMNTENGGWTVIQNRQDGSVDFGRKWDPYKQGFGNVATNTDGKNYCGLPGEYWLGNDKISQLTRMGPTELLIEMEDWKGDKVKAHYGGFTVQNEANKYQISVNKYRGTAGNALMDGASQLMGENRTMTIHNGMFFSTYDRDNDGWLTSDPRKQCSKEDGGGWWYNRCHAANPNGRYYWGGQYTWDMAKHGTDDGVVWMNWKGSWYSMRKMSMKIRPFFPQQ
SIAE primary – human SIAE inhibition, primary screen | SIAE FP-Rh probe binding, fluorescence polarization | inhibition, % at 9.66 µM | hit rate 0.69% among 370,000;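 active = inhibition above a cutoff: mean of compounds within the control limits plus 3 SD of those, cut at about 17% in these data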;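 also: 0% = plate median of compound wells and 100% = probe without SIAE protein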
TDP2 absorb – blocks human TDP2 phosphodiesterase activity; O95551; recombinant TDP2, T5PNP hydrolysis, p-nitrophenol absorbance 415 nm; inhibition, % at 12.8 µM; hit rate 0.34% among 370,000;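 active = inhibition above the mean of all tested compounds plus 3 SD, set per campaign, cut at about 25% in these data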;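 also: 0% = DMSO with enzyme and 100% = buffer with substrate but no TDP2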
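Test system: human TDP2 enzyme; Input: 120 nM TDP2 per well; Buffer or medium: Mg2+-containing Tris-HCl buffer, pH 7.5; Reagent: 5 mM T5PNP; Dosing: 12.8 µM single point, 1% DMSO; Incubation: reaction 2 h, 37 °C; Detection: p-Nitrophenol epi absorbance; Read-out: % inhibition relative to enzyme-containing and enzyme-free wells; Replicates: single well per compound.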
ASAP1 inh – inhibitors of human ASAP1 ArfGAP activity; ASAP1-stimulated ARF1 GTP hydrolysis, GDP FP detection; hit rate 0.19% among 360,000; Q9ULH1; inhibition, % at 16.5 µM; in the data active = inhibition above about 25%;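 also: 0% = vehicle with enzyme and substrate and 100% = no enzyme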
Tn7 DDE FP – inhibitors of Tn7 peptide binding to human fibrin DD(E); P02675; FP displacement of FITC-Tn7 peptide from fibrin DD(E); 0% = median of compound wells per plate; inhibition, % at 8.3 µM; hit rate 0.13% among 370,000;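 active = inhibition above the mean of compounds falling within the control limits plus 3 SD of them, cut at about 14% in these data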;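 also: 0% = plate median of compound wells and 100% = 10 µM Aha-Tn7 peptide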
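assay system = human clot-derived fibrin DD(E) complex | quantity = Fibrin-DD(E) at 2 µM final | timing = 10 min preincubation, 3 h with tracer, room temperature | signal = fluorescence polarization | measure = percent inhibition | benchmarks = high control wells with 10 µM unlabelled Aha-Tn7 peptide (full inhibition) | replicates = singlicate testing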
ARFGAP1 inhibitor – rat ARFGAP1 inhibition | Q62848 | Arfgap1-stimulated ARF1 GTP hydrolysis, GDP FP detection | inhibition, % at 16.5 µM | hit rate 0.26% among 360,000 | AID 651572;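 active = inhibition above a per-plate limit, mean inhibition of low control wells plus 3 SD, cut at about 25% in these data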;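 also: 0% = DMSO wells with enzyme and 100% = wells lacking Arfgap1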
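Replicates: Single well per compound | Assay system: Truncated rat Arfgap1 GAP domain | Control set: No-Arfgap1 wells (100%) versus DMSO full-reaction wells (0%) | Times: Enzyme reaction 120 min at 25 °C after 20 min preincubation | Reagent: Human ARF1(Δ1-17)-GTP substrate | Measured by: Tracer-displacement fluorescence polarization with EDTA stop, 620/688 nm | Measure: Percent inhibition of Arfgap1-stimulated GTP hydrolysis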
ADAM17 inh – inhibits human ADAM17; P78536; recombinant ADAM17, EDANS/DABCYL FRET peptide cleavage; inhibition, % at 6.95 µM; hit rate 0.83% among 370,000;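 active = inhibition above the mean of compounds lying between control limits plus 3 SD, set per campaign, cut at about 8.5% in these data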;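 also: 0% = DMSO-only wells as the low control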
PLCg1 inh – inhibitors of human phospholipase C gamma1 | hit rate 0.84% among 370,000 | P19174 | AID 720700 | inhibition, % at 12.2 µM | purified PLC-gamma1, fluorogenic substrate, fluorescence; in the data active = inhibition above about 9.5%
PLCb3 inh – PLC-beta3 (human) inhibition, primary screen | Purified PLC-beta3, fluorogenic substrate, fluorescence | AID 720704 | Q01970 | hit rate 0.18% among 370,000 | inhibition, % at 12.2 µM; in the data active = inhibition above about 11%;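 also: 0% = median of compound wells on plate and 100% = full blocker control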
* = called active by the depositor; i = inactive; · = not tested or not shown.

The opening 4 entries, to show the layout:
SMILES	ADAM10 inh	DDE Tn6 FP inh	SIAE primary	TDP2 absorb	ASAP1 inh	Tn7 DDE FP	ARFGAP1 inhibitor	ADAM17 inh	PLCg1 inh	PLCb3 inh
O=C1NCCCC1C(=O)N1CCN(C(c2ccccc2)c2ccccc2)CC1 (stereo not drawn)	1	3	-2	4	-7	3	-4	-8	-3	-1
Cc1nc(NC(=O)C2CCCCC2)sc1C	-3	1	0	1	-2	4	-1	-2	0	0
Cc1noc(C)c1NC(=O)N(C)C[C@H]1Oc2ccc(NC(=O)c3ccncc3)cc2C(=O)N([C@H](C)CO)C[C@@H]1C	-12	2	-6	1	-3	1	5	-4	2	2
CC(C)NC(=O)N(C)C[C@H]1Oc2ccc(NC(=O)C3CC3)cc2C(=O)N([C@H](C)CO)C[C@@H]1C	5	-4	8	1	-6	2	-7	-3	1	0

The listing, repeating the preview:
SMILES	ADAM10 inh	DDE Tn6 FP inh	SIAE primary	TDP2 absorb	ASAP1 inh	Tn7 DDE FP	ARFGAP1 inhibitor	ADAM17 inh	PLCg1 inh	PLCb3 inh
O=C1NCCCC1C(=O)N1CCN(C(c2ccccc2)c2ccccc2)CC1 (stereo not drawn)	1	3	-2	4	-7	3	-4	-8	-3	-1
Cc1nc(NC(=O)C2CCCCC2)sc1C	-3	1	0	1	-2	4	-1	-2	0	0
Cc1noc(C)c1NC(=O)N(C)C[C@H]1Oc2ccc(NC(=O)c3ccncc3)cc2C(=O)N([C@H](C)CO)C[C@@H]1C	-12	2	-6	1	-3	1	5	-4	2	2
CC(C)NC(=O)N(C)C[C@H]1Oc2ccc(NC(=O)C3CC3)cc2C(=O)N([C@H](C)CO)C[C@@H]1C	5	-4	8	1	-6	2	-7	-3	1	0
C=CCn1c(SCC(=O)Nc2cc(Cl)ccc2C(=O)O)nc2sc(C)c(C)c2c1=O	-4	5	-3	-3	-3	0	-8	0	0	-6
COCCn1c(=NC(=O)c2ccccc2[N+](=O)[O-])sc2cc(S(C)(=O)=O)ccc21	-10	-1	2	-9	1	-1	0	-5	4	-2
CCN(C(=O)CSc1nc2ccc([N+](=O)[O-])cc2s1)c1c(N)n(Cc2ccccc2)c(=O)[nH]c1=O	-9	0	15	0	7	0	-12	-5	0	-12
C[C@@H]1COC(=O)[C@H](CC(=O)OC(C)(C)C)C/C=C\C[C@@H](CC(=O)NCCO)C(=O)N1	-10	-2	-2	4	-5	5	-4	-4	-1	1
CN1OC(Cn2cc(C#N)c(=O)n(C)c2=O)CC1c1ccccc1 (stereo not drawn)	0	-1	0	5	1	-6	-2	-1	1	0
CCc1ccc(/C=C2\Oc3ccc(C(=O)OC)cc3C2=O)cc1	-10	-7	-5	-6	-6	-3	-4	-2	-7	-8
OCCC1CN(Cc2cccc(C(F)(F)F)c2)CCN1Cc1ccccc1 (stereo not drawn)	1	-3	-2	-4	4	3	7	-3	-1	5
COC(=O)c1cn(C(=O)c2ccc3c(c2)OCO3)c2ccccc12	-10	-1	-5	3	-3	1	0	5	-3	-3
Fc1ccc(C2CC(c3cccs3)=NN2c2ccccc2)cc1 (stereo not drawn)	-168	2	12	-16	-2	10	-13	-51	-264	-315
COc1ccc(C=C(C(=O)c2ccccc2)C(=O)c2ccccc2)cc1	0	-2	-4	2	0	-1	-16	0	0	1
COC(=O)CCC(=O)Nc1cc(Cl)cc(Cl)c1	4	-4	2	-4	8	2	3	1	2	0
CCOc1ccc(NS(=O)(=O)c2cc(C(=O)N3CCN(C(C)=O)CC3)ccc2Cl)cc1	-2	2	3	4	0	2	-3	-1	-1	-8
Cc1ccc(S(=O)(=O)N(C)CC(=O)N2CCOCC2)cc1	-4	-4	2	8	8	-5	5	-5	-2	1
O=C(CSc1ncn[nH]1)NCc1ccccc1	-1	4	-1	9	0	0	1	-2	-2	3
COc1ccccc1/C=C/C=N/NC(=O)CCC1C(=O)NN=C1C (stereo not drawn)	-21	3	7	-13	6	-3	-3	-4	-5	-3
COc1cc(-c2coc3c(C(=O)NCc4ccc(OC)c(OC)c4)cccc23)ccc1O	-14	-15	7	-6	20	-1	8	-2	-1	-1
C/C=C(/C)C(=O)Nc1cccc(C2=NOC3(C2)C[C@H](C(N)=O)N(C(=O)COc2ccc(Cl)cc2)C3)c1 (stereo partly drawn)	1	-5	-3	-12	3	-5	2	5	2	7
COc1ccc(CCNS(=O)(=O)c2cn(C)c(=O)n(C)c2=O)cc1OC	-1	1	-9	9	7	-2	-4	-1	-2	3
CCOC(=O)/C(=N\NC(=O)c1ccccc1)c1ccccc1	8	-5	11	7	-2	0	-4	-3	0	2
O=C(NCc1ccc(OC(F)(F)F)cc1)C1CCC(=O)N(C2CC2)C1 (stereo not drawn)	-3	-1	-5	-22	-2	2	2	3	11*	-3
O=C(Cc1ccccc1)NNS(=O)(=O)c1ccccc1[N+](=O)[O-]	0	-3	0	7	-7	5	-9	0	3	-7
O=C(Cc1ccccc1)Nc1ccc2[nH]ncc2c1	-3	-7	1	8	4	2	-23	-4	-1	-8
CCN1C(=O)c2cccc3c(NC(=O)c4ccc(S(=O)(=O)N(C)C)cc4)ccc1c23	9	-2	-7	-2	8	-5	4	1	-58	-70
O=S(=O)(NCCCN1CCOCC1)c1ccc2ccccc2c1	4	0	2	6	8	0	5	-2	-2	3
Cc1nn(C)cc1C1C(C#N)=C(N)N(c2ccc(F)c([N+](=O)[O-])c2)C2=C1C(=O)CCC2 (stereo not drawn)	7	2	5	-16	15	-2	9	5	3	-1
Cc1[nH]c2ccccc2c1C(=O)/C=C/c1ccccc1Cl	10	0	-20	-5	3	5	7	7	3	4
COCCCNC(=S)N1CCC(NC(=O)c2ccco2)CC1	-3	10	0	1	-7	0	-14	-4	0	-38
CCOC(=O)N1CCN(C(=O)CN(c2cccc(C)c2)S(=O)(=O)c2ccccc2)CC1	-2	1	3	4	-17	5	3	-1	-1	-1
COC(=O)[C@]1(C)N[C@H](CN(C)S(=O)(=O)c2ccc(C(F)(F)F)cc2)[C@@H]2C(=O)N(C)C(=O)[C@@H]21	-2	2	2	2	9	-6	14	1	2	2
O=C(O)Cn1c(=O)c2c(c3ccccc31)CCC2	1	1	-9	0	1	-8	7	-6	-1	-9
COc1ccc(C2CC(=O)C(c3cccc(Cl)c3)=CN2Cc2ccccc2)cc1 (stereo not drawn)	-4	-6	-2	-10	10	-5	-1	4	-40	-59
Nc1[nH]c(C(=O)c2ccccc2)c(-c2ccc(Br)cc2)c1C(=O)N1CCN(CCO)CC1	3	6	-2	-1	·	-8	·	-3	-2	-7
CC1CCCCN1S(=O)(=O)c1ccc(NC(=O)c2cccs2)cc1 (stereo not drawn)	2	2	-1	-2	5	-3	23	0	2	0
FC(F)(F)c1cccc(N2CCN(c3ccc4nnc(-c5ccccc5)n4n3)CC2)c1	-2	-2	-1	-17	-14	6	-2	2	2	0
Cn1c(SCC(=O)Nc2cccc(F)c2)nc2c(c1=O)SCC2	-7	-8	6	-7	-10	-1	10	-2	0	-5
O=C(O)C1Cc2c([nH]c3ccccc23)C(c2ccc3c(c2)OCO3)N1 (stereo not drawn)	-46	2	4	1	0	4	-1	-14	-36	-46
O=C1Nc2ccccc2S/C1=C/NCc1ccccc1Cl	1	-3	13	8	-5	-13	5	0	0	1
O=C(CCNC(=O)c1ccccc1)N=Nc1c(O)[nH]c2ccccc12	5	6	0	-7	6	-7	3	3	9	5
O=C(CCS(=O)(=O)c1ccccc1)Nc1nc(-c2cccs2)cs1	-35	-5	2	-4	-4	-8	2	2	-66	-84
CC(C)CCNC(=O)c1ccc(CS(=O)(=O)Cc2ccccc2F)o1	-1	0	-3	5	2	-5	-8	-4	-1	-10
O=c1c(-c2ccccc2)coc2c(CN3CCCCC3)c(O)ccc12	i	-4	-4	7	3	-3	-3	-460	i	i
CCOC(=O)C1=CN(CC2CCCCC2)CCC1=O	-12	-5	0	3	-1	4	5	-5	-4	2
Cc1c(NC(=O)CS(=O)(=O)c2ccccc2)c(=O)n(-c2ccccc2)n1C	6	1	-2	5	6	-2	8	-1	2	-7
COc1ccc(N2CCN(C(=S)NC(=O)c3cccs3)CC2)c([N+](=O)[O-])c1	-4	-1	0	-3	3	-1	-7	-3	-2	-12
CCOc1ccc(C(=O)Nc2nnc(S(=O)(=O)Nc3ccccc3C)s2)cc1	-4	-11	0	5	10	-6	-7	-1	-8	-15
CC(C)(C)SCCNS(=O)(=O)c1ccc(F)cc1	-1	3	4	-5	-4	0	3	1	4	-2
CCCSc1sc(C(=O)OC)c(-c2cccs2)c1C#N	7	-9	-9	-7	6	5	-2	-3	6	-2
C=CCN(CC#Cc1cccnc1)Cc1ccc(OC)cc1OC	-9	-3	1	10	·	-3	·	-3	-2	-2
COc1ccc(C(=O)CCC(=O)NC2=NCCS2)cc1	-2	4	-8	-10	-22	5	11	-1	-8	-14
CN(C)c1ccc(C2NCC(CCl)O2)cc1 (stereo not drawn)	5	-5	-1	8	9	2	15	-3	-3	-1
O=C(COc1ccc(Cl)cc1)OCc1csc(Nc2ccccc2)n1	13	1	1	-9	10	-7	10	8	0	4
CC1(C(=O)NS(=O)(=O)c2ccccc2Cl)CCN1C(=O)CC(c1ccccc1)c1ccccc1 (stereo not drawn)	-5	5	9	-2	1	2	-4	-2	-1	-2
CCN(CC)S(=O)(=O)c1ccc2c(c1)CC(C(=O)N1CCCC1)N2C(C)=O (stereo not drawn)	-2	5	-3	-12	-10	-1	17	-10	6	-3
O=C(CCn1cnc2ccccc21)N/N=C/c1ccccc1O	-37	-6	-2	-12	11	-7	6	-7	-16	-23
CCOc1ccc(OCC(=O)OC(C)C(=O)NC2CCCC2)cc1 (stereo not drawn)	-8	6	7	11	-12	2	10	-1	0	-5
CC(NS(=O)(=O)c1ccc2c(c1)c(=O)n(C)c(=O)n2C)C(=O)NC1CCCCC1 (stereo not drawn)	9	2	-3	-8	-9	3	-3	5	0	-3
Cc1ccc2cccc(S(=O)(=O)N3CCCc4ccccc43)c2n1	10	2	11	5	-12	0	-2	5	3	-1
O=c1[nH]c(SCc2ccc([N+](=O)[O-])cc2)nc2[nH]ncc12	-2	2	7	-2	-1	0	-3	0	2	-1
CC(C)c1nc(CNC(=O)c2cc(COc3c(F)cccc3F)on2)cs1	3	-4	1	0	-2	4	1	-4	-3	-5
